mcGAS MS inh: blocks mouse cGAS cGAMP production; Q8C6L5; recombinant mouse cGAS, cGAMP by RapidFire MS; inhibition, % at 12.5 µM; 130,000 tested, 0.18% active; AID 1259397;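 active = inhibition of cGAS enzyme activity at or above 60%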;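 also: enzyme stimulated by 45 bp dsDNA with ATP and GTP substrates; cGAMP share of summed cGAMP plus half ATP and half GTP signals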
Target sequence (Q8C6L5 whole entry, looked up): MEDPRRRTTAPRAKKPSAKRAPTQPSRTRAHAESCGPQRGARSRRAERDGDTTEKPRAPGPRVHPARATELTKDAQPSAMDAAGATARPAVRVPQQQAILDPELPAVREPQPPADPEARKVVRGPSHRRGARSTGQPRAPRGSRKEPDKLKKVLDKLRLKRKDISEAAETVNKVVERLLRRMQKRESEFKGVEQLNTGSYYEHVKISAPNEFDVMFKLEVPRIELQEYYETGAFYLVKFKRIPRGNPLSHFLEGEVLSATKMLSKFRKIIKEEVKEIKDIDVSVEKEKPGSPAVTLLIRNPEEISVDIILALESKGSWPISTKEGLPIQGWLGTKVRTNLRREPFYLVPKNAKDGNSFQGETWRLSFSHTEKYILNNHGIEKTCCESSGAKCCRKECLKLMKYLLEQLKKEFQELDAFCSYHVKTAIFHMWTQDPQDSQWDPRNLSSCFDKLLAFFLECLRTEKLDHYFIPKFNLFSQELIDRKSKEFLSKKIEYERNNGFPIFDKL
The depositor's hits bear a star; & = joins results of further samples. Not all compounds are listed; count on the stated rates, not on these rows.

SMILES	mcGAS MS inh
CN(Cc1cccc(Cn2cccn2)c1)Cc1cc(-c2ccccc2)no1	-8
COCCn1cc(NC(=O)N(C)C2CCN(C)CC2)c2ccccc21	-3
Cc1ccc(NC(=O)CC(=O)N2Cc3ccccc3CC2C(N)=O)cc1 (stereo not drawn)	-35
COc1cc(C=C2N=C(c3ccc(Cl)c(Cl)c3)OC2=O)cc(OC)c1OCC(N)=O	4
O=C(NCCCn1nccc1C1CC1)c1ccccc1C1CCNC1 (stereo not drawn)	-6
Cc1nc(-c2c[nH]c(C(=O)NC3CCC4CCCC4C3)c2)cs1 (stereo not drawn)	-2
CCN(CCn1cccn1)Cc1ccc2cccc(O)c2n1	-10
O=C(Nc1ncccc1OC(F)F)c1cccc(Cl)c1Cl	-15
CC(C)NC(=O)Cn1c(CO)cnc1SCC(=O)NCCc1ccccc1	4
CCC1(c2ccc(C)cc2)NC(=O)N(CN(C)CC(=O)NC(C)C)C1=O (stereo not drawn)	-2
OCC1(Cc2ccccc2Cl)CCN(Cc2cc(Cl)ccc2O)CC1	-3
Cc1ccc(/C(=C2\OC(=O)c3ccccc32)[N+](=O)[O-])c(C)c1	5
CS(=O)(=O)NCC1CCCCN1Cc1ccncc1Cl (stereo not drawn)	-4
Cc1ccc(C)c2[nH]c(=O)c(CCNC(=O)CCCc3ccccc3)cc12	-2
O=S(=O)(c1cccc2nsnc12)N1CCN(c2nnnn2-c2ccccc2)CC1	-6
Cc1n[nH]c(C)c1C(C)N(C)C(=O)c1ccc2oc(Cc3ccccc3)nc2c1 (stereo not drawn)	-18
N#Cc1ccccc1Oc1nc(C(F)(F)F)nc2ccccc12	-9
OCc1ccccc1-c1nc2ccccc2o1	-6
CC(C)(CO)NC(=O)CC1C(=O)NCCN1Cc1cccc(F)c1F (stereo not drawn)	-2
COc1ccc(/C=C/C2=NC(=C\c3sccc3C)/C(=O)O2)cc1	13
C=C1c2ccccc2C(=O)N1C(C)C(=O)NCCCn1nc(C)cc1C (stereo not drawn)	-9
CCOC(=O)N1CCN(c2nc(Nc3ccc(OC)cc3)c3nccnc3n2)CC1	-1
CCc1c(C(=O)CN2C(=O)CC3(CCSC3)C2=O)[nH]c(C)c1C(C)=O (stereo not drawn)	-6
CC(Oc1ccc(Cl)cc1C(N)=O)C(=O)N(C)c1ccccc1 (stereo not drawn)	1
CN(C)CCN(C)C(=O)CC1(C)N=C(c2cccc3ccccc23)N(C)O1 (stereo not drawn)	-10
COc1ccc(-c2csc(CNS(C)(=O)=O)c2)cc1	-3
CCc1nc(SCc2ccc(C)cc2)c2c(=O)n(C)c(=O)n(C)c2n1	7
c1ccc(CSc2nc(Oc3ccc4c(c3)OCO4)cc(-c3ccccc3)n2)cc1	-5
Cc1ccc(OCCCC(=O)Nc2sccc2C(N)=O)cc1	3
NC(=O)CC[C@H](N)C(=O)O	-4&-3
O=C(Cn1c(=O)sc2ccccc21)N1CCCC1	7
CC(NC(=O)c1cnn2cc(CCO)cnc12)c1ccc(O)c(F)c1 (stereo not drawn)	-13
CCc1nc(C)c(C(=O)NCc2cccnc2-n2ccnc2)o1	-33
O=C(O)Cc1n[nH]c(CNc2ccccc2)n1	5
CN(Cc1nnc(-c2ccccc2)o1)C(=O)C1CCCN(Cc2ccco2)C1 (stereo not drawn)	-10
CCOC(=O)C(C)n1cnc2c(nnn2-c2ccc(F)cc2)c1=O (stereo not drawn)	10
COc1cccc2c1OCCCN(C(=O)CCc1scnc1C)C2	-11
NC(=O)c1ccccc1OCc1csc(COc2ccc(F)cc2)n1	-9
CN(C)CCC1CN(C(=O)c2ccc(C(F)(F)F)cc2)CCO1 (stereo not drawn)	4
O=[N+]([O-])c1ccc(Cl)c(S(=O)(=O)NCc2ccco2)c1	4

Exported in CSV form: entries from further up.
structure,mcGAS MS inh
CN(C)CCC1CN(C(=O)c2ccc(C(F)(F)F)cc2)CCO1 (stereo not drawn),4
COc1cccc2c1OCCCN(C(=O)CCc1scnc1C)C2,-11
c1ccc(CSc2nc(Oc3ccc4c(c3)OCO4)cc(-c3ccccc3)n2)cc1,-5
C=C1c2ccccc2C(=O)N1C(C)C(=O)NCCCn1nc(C)cc1C (stereo not drawn),-9
CC(Oc1ccc(Cl)cc1C(N)=O)C(=O)N(C)c1ccccc1 (stereo not drawn),1
COc1ccc(-c2csc(CNS(C)(=O)=O)c2)cc1,-3
CN(C)CCN(C)C(=O)CC1(C)N=C(c2cccc3ccccc23)N(C)O1 (stereo not drawn),-10

Continued.
SMILES	mcGAS MS inh
CC(C)n1ncc2cc(NS(=O)(=O)c3cccc(C(F)(F)F)c3)cnc21	2
O=S(=O)(NCc1ccnc(OC2CCCC2)c1)N1CCCCCC1	3
COc1ccccc1CCN1CC(=O)N(c2ccc(Cl)cc2)C2CS(=O)(=O)CC21 (stereo not drawn)	-8
CCCC12CCC(O)(CC1)CC2	-10
CC(C)(CN1CCC(Cc2cccc(C(=O)O)c2)C1)N1CCOCC1 (stereo not drawn)	16
CC(C)(C)CC(C)(C)NC(=O)/C=C/S(=O)(=O)c1ccccc1O	4
CC(NC1CCSCC1)c1ccc(-n2cncn2)cc1 (stereo not drawn)	-10
Nc1c(C(=O)Nc2ccc(Br)cc2)sc2[nH]c(=O)c(C(=O)O)cc12	0
CN(C)Cc1nc(C(=O)N2CC[C@@]3(O)CCCC[C@H]3C2)cs1	4
N=C(N)c1cccc(NC(=O)Nc2cccc(C(=N)N)c2)c1	45
COc1ccc(OC)c(N2CCN(C(=O)c3ccc(C(F)(F)F)cc3)C(C)C2=O)c1 (stereo not drawn)	-2
O=C(NNS(=O)(=O)c1ccc2ccccc2c1)c1ccccc1Cl	-8
Clc1cncc(NCc2cccc(COC3CCOCC3)c2)n1	-6
COc1ccc2n[nH]c(CN3CCCN(c4ccnc(C)c4)CC3)c2c1	-8
CCCc1nn2c(N)c(C=C3C=CC(=O)C=C3)c(=O)nc2s1	50
CCOCCCn1c(NC(=O)Nc2ccc(C)cc2)c2ccccc2nc1=O	-8
CC(=O)Nc1ccc(C(=O)N2CCN(C)C3(CCN(C)CC3)C2)cc1	-29
COc1cccc(C2CCCN2c2ccc(-c3nc(C4CC4)no3)cn2)c1 (stereo not drawn)	-5
Cc1c(C(=O)Nc2nccn2CC(C)C)oc2c1C(=O)CC(C)(C)C2	3
CCCCN(Cc1ccc(F)cc1)C(=O)CNC(=O)N(C)C	-19
CNS(=O)(=O)c1ccc(CNC(=O)Nc2ccccc2F)s1	-2
CC(=O)c1c(SCC(=O)Nc2ccccc2)nc(=O)[nH]c1C	-13
CCC(c1ccccc1)C1(O)OC(=O)c2ccccc21 (stereo not drawn)	-4
CN1CCC(N(C)Cn2c(=S)n(-c3ccccc3)c3ccccc32)CC1	18
c1cncc(-c2nc(Sc3nnc(C4CC4)o3)c3ccccc3n2)c1	0
CC(=O)Nc1ccnn1C1CCN(Cc2cc(F)ccc2-n2nc(C)cc2C)CC1	-6
Cc1occc1C(=O)NNC(=O)c1oc2ccccc2c1C	-1
C1COC(CNCC2CC2)C1 (stereo not drawn)	-16
Cc1cnc(C(NC(=O)C2CCCN(C(=O)C3CC3)C2)C2CC2)s1 (stereo not drawn)	-11
CCC(CC)NC(=O)CSc1nc(-c2ccco2)nc2ccccc12	-5
FC(F)(F)c1ccc(NN=Cc2cccnc2)nc1	-8
c1ccc(C2C3=C(Nc4ncnn42)c2ccccc2CC3)cc1 (stereo not drawn)	0
CC(=O)Nc1ccc(CC(=O)N2CCc3sccc3C2)cc1	-14
Cc1ccsc1C(=CCCN1CCC[C@@H](C(=O)O)C1)c1sccc1C	6
Cc1noc(C)c1S(=O)(=O)NCCC(=O)O	-47
O=C(C1CCCO1)N1CCC(NCc2csc3c2CCCC3)CC1 (stereo not drawn)	-16
CCCCCNC(=O)Nc1cc2c(cc1Cl)OCCO2	-34
CCCOc1cc(C)ccc1NC(=O)CC(C)(C)CC(=O)O	-9
Cc1onc(-c2ccccc2)c1C(=O)Nc1ccc(C(C)C)cc1	-5
COc1ccc(N(CC(=O)NC(N)=O)Cc2ccc(C(C)C)cc2)cc1	5
Cc1cccc(-c2noc(CN(C)Cc3cccn3-c3nccs3)n2)c1	-20
CCc1cc(C(=O)Nc2c(OC)ncnc2N(C)C)sc1C	5
O=C1C2CC=CCC2C(=O)N1c1ccc(Oc2ccc3ccccc3c2)cc1 (stereo not drawn)	-2
Cc1c(C(=O)N(C)C2CC2)cnn1-c1ccc(C(F)(F)F)cn1	-12
Cc1ccc(CN(C)C(=O)CN(C)c2c(C)noc2C)c(C)c1	-4
O=C(CCNc1ccc(Cc2ccncc2)cc1)c1ccc2c(c1)OCO2	-4
OC(CN1CCCN(CC2CCCO2)CC1)Cn1cccn1 (stereo not drawn)	0
CC1(C(=O)NS(=O)(=O)c2cccc(Cl)c2)CCN1C(=O)C1(c2ccccc2)CC1 (stereo not drawn)	-8
CC(C)CC1NC(=O)N(c2ccccc2)C1=O (stereo not drawn)	-7
CNC(Cc1ccc(Br)cc1)Cc1ccc(Br)cc1	0
Cc1ccc(C2CC(c3cccs3)=NN2C(=O)c2ccc(Br)o2)cc1 (stereo not drawn)	-4
Cc1nc2ccccn2c(=O)c1NC(=O)c1c(F)cccc1Cl	-13
COc1ccc(CN(CCO)C(=O)CCc2ccccc2)c(OC)c1	-12
CCOC(=O)c1nn(-c2ccc(F)cc2)c(=O)cc1OCC(=O)NCc1ccccc1OC	-3
CCOC(=O)Cc1cc(=O)n2[nH]cc(-c3cccc(Br)c3)c2n1	9
CSc1nc2ccc(NC(=O)c3coc4ccccc4c3=O)cc2s1	-2
CN(CC1CCCN(CCc2ccc(F)cc2)C1)C(=O)c1cscn1 (stereo not drawn)	3
CC(C)O[C@H]1CN(C(=O)c2ccccc2N2CCC(=O)NC2=O)C[C@@H]1O	-4
COc1ccc(-c2nnc3ccc(OCCNC(=O)c4cccc(C)c4)nn23)cc1OC	3
O=C(c1ccc2ccccc2c1)C1CCCN(C(=O)NCc2ccccc2)C1 (stereo not drawn)	3

Quoted from the listing.
`CNC(Cc1ccc(Br)cc1)Cc1ccc(Br)cc1` in mcGAS MS inh is listed with 0
`O=C1C2CC=CCC2C(=O)N1c1ccc(Oc2ccc3ccccc3c2)cc1` (stereo not drawn) in mcGAS MS inh is listed with -2
`Cc1cnc(C(NC(=O)C2CCCN(C(=O)C3CC3)C2)C2CC2)s1` (stereo not drawn) in mcGAS MS inh is listed with -11
`O=C(NCCCn1nccc1C1CC1)c1ccccc1C1CCNC1` (stereo not drawn) in mcGAS MS inh is listed with -6

Two entries picked at random from the list so far, as already listed:
SMILES	mcGAS MS inh
COc1ccc(-c2nnc3ccc(OCCNC(=O)c4cccc(C)c4)nn23)cc1OC	3
CSc1nc2ccc(NC(=O)c3coc4ccccc4c3=O)cc2s1	-2

(next part)
SMILES	mcGAS MS inh
COc1cc(CO)ccc1OCC(C)C	-9
COc1ccccc1CNC(=O)CN(C)C(C)c1ccon1 (stereo not drawn)	5
Cc1cc(N2CCN(S(=O)(=O)NCc3ccccc3)CC2)n2ncnc2n1	-30
CCOc1ccccc1N1CCN(S(=O)(=O)c2ccc(OC)c3ccccc23)CC1	-11
CCOc1ccc(C(=O)N2CCN(C)C3(CCN(C)CC3)C2)cc1Cl	-18
COCC(=O)Nc1ccc(Nc2nc(C)cc(N3CCCCC3)n2)cc1	-9
S=C(NCc1ccccc1)N1CCn2cccc2C1c1ccncc1 (stereo not drawn)	-7
Cc1ccc(NC(=O)c2cc(S(=O)(=O)N(C)Cc3ccccc3)ccc2F)cc1	-8
Cc1ccc(C(O)CSc2nnc(NCc3ccco3)s2)c(C)c1 (stereo not drawn)	-6
Cc1cc(CN2CCC(CNC(=O)c3c(F)cccc3F)C2)oc1C (stereo not drawn)	-22
CN(C)CCOc1ccc(NC(=O)NC(c2cccs2)C2CCCC2)cc1 (stereo not drawn)	-12
CCC(C)(NC(=O)Nc1cc(C)nn1C)c1ccccc1 (stereo not drawn)	-14&0
Cc1ccnc(Oc2cc(NC(=O)CCn3cncn3)ccc2C)c1	-9
COC(=O)CC(NS(=O)(=O)c1ccc2c(c1)CC(=O)N2)c1ccc(C)cc1 (stereo not drawn)	-17
Cc1ccc(C(=O)N(CC2CNCC2c2cccc(F)c2)C2CCCCC2)cc1 (stereo not drawn)	-5
Cn1c(CCNC(=O)c2csc(Br)c2)n[nH]c1=S	9
O=C(C1=CCCC1)N1CCCC(CNS(=O)(=O)c2cccs2)C1 (stereo not drawn)	-6
COc1ccc(NC(=O)NCCCn2nc(-c3ccncc3)ccc2=O)cc1	-5
COC(=O)Cn1cnc2sc3c(c2c1=O)CCC3	-3
O=C(CN1C(=O)c2ccccc2C1=O)N1CCC(Cc2ccccc2)CC1	-2
CC1(C(=O)O)CCCN1C(=O)c1cccc2ccccc12 (stereo not drawn)	12
CN(CC(=O)Nc1cccc(C(F)(F)F)c1)c1ccccc1	-9
Cn1nnc2c(N3CCN(S(=O)(=O)Cc4ccccc4)CC3)ncnc21	-9
CC(C)(C)C(=O)NC(NC(=S)Nc1ccc(C(=O)O)cc1)C(Cl)(Cl)Cl (stereo not drawn)	3
COc1ccc2sc(N(CCN3CCOCC3)C(=O)c3ccno3)nc2c1	3
Cn1nnc2c(=O)n(Cc3ccc(Cl)cc3Cl)cnc21	-4
Cc1ccc(OCc2cc(C(=O)NCCc3ccc(C(F)(F)F)cc3)no2)cn1	1
COc1cc(C)c(S(=O)Cc2nnc(C(C)(C)C)o2)cc1OC (stereo not drawn)	3
Cc1c(C(=O)NCc2cccc(C(F)(F)F)c2)sc2nc3n(c(=O)c12)CCC3	-9
CC1(C(=O)NS(=O)(=O)Cc2ccccc2)CCN1C(=O)Cc1cc(F)ccc1F (stereo not drawn)	-7

3 compounds already listed, arranged by heavy-atom count, smallest number first:
SMILES	mcGAS MS inh
Cn1nnc2c(=O)n(Cc3ccc(Cl)cc3Cl)cnc21	-4
COc1cc(C)c(S(=O)Cc2nnc(C(C)(C)C)o2)cc1OC (stereo not drawn)	3
CC(C)(C)C(=O)NC(NC(=S)Nc1ccc(C(=O)O)cc1)C(Cl)(Cl)Cl (stereo not drawn)	3

Source: PubChem BioAssay (Fisher Drug Discovery Resource Center)
